# Compound activity (PubChem BioAssay)
# All columns: NCI-60 one-dose screen, growth in % after 48 h at 10 µM unless noted; 100 = growth as untreated, 0 = no growth, -100 = all killed.
# MALME-3M: MALME-3M melanoma. hit rate 5.8% among 78,000. AID 1794766
# M14: M14 melanoma; hit rate 6.2% among 80,000
# UACC-62: UACC-62 melanoma; hit rate 5.4% among 81,000
# EKVX: EKVX NSCLC; hit rate 3% among 71,000; AID 1794765
# SK-MEL-2: SK-MEL-2 melanoma | hit rate 4.7% among 77,000
# SK-MEL-5: SK-MEL-5 melanoma; hit rate 6.4% among 80,000; AID 1794755
# UACC-257: UACC-257 melanoma; hit rate 4.4% among 78,000; AID 1794764
# A549/ATCC: A549/ATCC NSCLC; hit rate 3.7% among 81,000
# Starred values were filed as active, the others as inactive; . = no result given; & = joins results of further samples. Rule for the calls: active = growth percent below 10; inactive = the rest.
SMILES,MALME-3M,M14,UACC-62,EKVX,SK-MEL-2,SK-MEL-5,UACC-257,A549/ATCC
O=C(Nc1cc(-c2cccnc2)nc(NCCCN2CCOCC2)n1)c1cc(Br)cc(C(F)(F)F)c1,-7.8*,-72*,-6.1*,77,81,3.8*,-27*,68
C/C(=N\NC(=O)Nc1ccc(Cl)cc1)c1nnn(-c2ccc(Br)cc2)c1C,103,99,95,108,107,100,102,96
COc1ccc(C2c3ccc4ccccc4c3Oc3nc(N)c(C#N)c(N)c32)cc1OC (stereo unspecified),108,.,95,105,97,111,127,147
O=C(OCc1ccccc1)ON1C(=O)C2C3C=CC(C3)C2C1=O (stereo unspecified),267,135,105,131,78,105,116,112
NC(=S)N/N=C\c1cccc(/C=N/NC(N)=S)c1,88,98,.,100,113,90,101,90
O=C(C1CC1)N1CCN(Cn2sc3ccccc3c2=O)CC1,101,85,96,105,97,103,100,96
CC(=O)Nc1ccccc1-c1ccccc1[N+](=O)[O-],134,109,97,121,104,108,122,111
Cc1c(COc2ccccc2-c2nnc(-c3ccncc3)o2)c(C)c(COc2ccccc2-c2nnc(-c3ccncc3)o2)c(C)c1COc1ccccc1-c1nnc(-c2ccncc2)o1,103,103,100,104,90,102,99,94
CC(Oc1ccccc1-c1ccccc1)C(=O)O (stereo unspecified),131,.,95,116,107,101,99,99
Oc1[nH]c2ccccc2c1/C=c1/ccc2c(c1)N=C(c1cccs1)N=2,71,88,62,82,60,49,67,71
O=C1C(=O)N(CCO)c2ccccc21,96,93,99,96,103,100,97,98
Cc1cc(C)n(C(=O)c2sc(=S)n(-c3ccccc3)c2N=[N+]=[N-])n1,59,.,89,95,105,99,106,114
Cc1[nH]c2ncnc(Nc3ccc(NC(=O)Nc4cccc(Br)c4)c(F)c3)c2c1C,105,94,82,107,105,94,109,117
NS(=O)(=O)c1ccc(CCn2c(SCc3ccc([N+](=O)[O-])cc3)nc3ccccc3c2=O)cc1,93,95,55,82,94,75,97,55
Cc1ccc(/C=N/NC(=O)c2ccc(S(C)(=O)=O)cc2)cc1,85,92,81,97,80,87,72,87
C/C(=N\NC(N)=S)C(C)(C)O,.,92,103,67,99,101,33,83
Cc1ccc(CNc2ccc3nc(CCC4CCCCC4)[nH]c3c2)cc1,22,37,33,53,59,-19*,67,63
c1ccc(-c2oc3ncnc(NCCNc4ncnc5oc(-c6ccccc6)c(-c6ccccc6)c45)c3c2-c2ccccc2)cc1,96,99,90,95,97,99,110,94
O=C1CCCc2ccccc21,80,105,85,93,.,105,.,49
NS(=O)(=O)c1cc2c(cc1Cl)NC(CC1CCCC1)NS2(=O)=O (stereo unspecified),94,102,100,94,90,106,98,103
O=C(O)c1ccc(-n2cc(CNc3cccc(Br)c3)c(-c3ccc(F)cc3)n2)cc1,97,.,68,90,88,90,101,86
C#CCOc1ccc(/C=N/Nc2nc(-c3ccccc3)cs2)cc1OC,76,83,70,72,86,60,98,77
O=C1Nc2ccc(Cl)cc2/C1=N\c1nnc(-c2ccc(Cl)cc2)o1,90,95,88,90,112,54,102,62
CC(=O)N1CCN(c2cc3c(cc2F)c(=O)c(C(=O)NC2[C@H](O)OC(CO)[C@@H](O)[C@@H]2O)cn3C2CC2)CC1 (stereo partly specified),111,112,100,111,106,102,101,100
Cc1ccc(S(=O)(=O)N(CCCc2c(C)nc(N)[nH]c2=O)Cc2ccc([N+](=O)[O-])cc2)cc1,98,113,93,.,93,97,100,102
O=C(CC1Sc2ccccc2NC1=O)NNc1ccc(F)cc1 (stereo unspecified),112,31,40,76,.,106,92,92
COc1ccccc1NCc1cccn1Cc1ccccc1,105,.,97,103,107,104,113,106
Cc1[nH]c(C2CC(c3ccc(C(F)(F)F)c(F)c3)=NN2c2ccc(Cl)cc2)c(C)c1C(=O)NCC(F)(F)F (stereo unspecified),86,92,86,81,96,98,90,79
Cc1c(Cl)cccc1-n1cc(CN2C(=O)C3CCCN3C(=O)c3ccccc32)nn1 (stereo unspecified),108,103,94,101,101,97,104,108
O=C(c1cc(NCc2cc(O)ccc2O)ccc1O)N1CCOCC1,105,.,103,95,87,103,97,87
NC(=O)c1ccccc1Br,114,100,98,97,113,104,95,93
O=C(NCCNc1nccc(-c2c(-c3cccc(F)c3)nc3sccn23)n1)c1ccc(Cl)cc1,35,39,15,63,63,34,76,35
COc1ccc(Nc2nc(C)c(C(=O)/C=C/c3cccc(OC)c3)s2)cc1,106,91,75,.,82,79,94,68
Cc1nn(-c2ccc(-c3ccc(OC(F)(F)F)cc3)cc2)c2ncnc(N)c12,115,103,102,97,103,97,97,90
C#CC(=O)Nc1cccc(Nc2nc3c(c(NCc4ccccc4)n2)CCCC3)c1,-64*,-88*,-78*,-62*,-69*,-89*,-91*,-48*
O=C1CCC(N2C(=O)c3cccc(NCCCC4CCN(CCNC(=O)c5cc6c(o5)C(=O)c5ccccc5C6=O)CC4)c3C2=O)C(=O)N1 (stereo unspecified),-99*,-83*,-96*,-62*,-46*,-99*,-85*,-42*
COc1cc(/C=C\c2cccc[n+]2C)ccc1O,103,109,100,100,116,109,121,104
CCOC(=O)c1nc(-c2ccccc2)oc1N(C)CC(O)C(O)C(O)C(O)CO (stereo unspecified),101,98,94,103,84,103,89,95
CCCCCc1ccc(S(=O)(=O)Nc2cccc(-c3csc(NC(=O)CCCCCN4CCN(C)CC4)n3)c2)cc1,-67*,.,63,71,98,-67*,0.2*,54
Cc1[nH]c2ncnc(Oc3ccc(NC(=O)Nc4ccc(Cl)c(C(F)(F)F)c4)cc3)c2c1C,62,52,56,43,61,66,64,45
C/C=N/NC(=O)OCC,111,101,104,.,122,103,90,91
CC/C=C\C[C@H](O)C/C=C1/C(=O)C=C[C@]1(C)C/C=C\CCCC(=O)OC,96,102,109,101,100,105,.,99
CCOC(=O)C1=C(CC(O)c2ccc(OC)cc2OC)NC(=O)NC1c1ccccc1 (stereo unspecified),94,109,90,105,120,96,102,107
CCC(Br)(CC)C(=O)c1ccc(OCC(=O)O)c(Cl)c1Cl,107,116,87,95,95,98,124,92
CC(C)CNC(=O)c1ccccc1C(=O)NC1(C(=O)NCC(C)C)CCCC1,125,102&108,107&103,109&97,100&103,115&106,106&102,107&96
CSC1=Nc2ccccc2N=C(N2CCCC2)C1,93,91,120,.,.,104,96,104
O=S(=O)(O)c1ccc(O)c(S(=O)(=O)O)c1,101,105,106,101,107,107,106,103
Nc1ccccc1SCCO,100,100,108,97,106,103,.,104
C=C1C(=O)O[C@H]2[C@H]1CC/C(Cn1cc(-c3cc(C)c(C)cc3C)nn1)=C\CC[C@@]1(C)O[C@@H]21,-80*,-57*,-82*,-80*,-13*,7.4*,.,26
O=C(Nc1ccc(OCc2ccc(F)cc2)cc1)Nc1ccc(Cl)c(C(F)(F)F)c1,-10*,9.0*,6.5*,8.3*,-35*,-81*,-1.3*,16

# The listing continues.
SMILES,MALME-3M,M14,UACC-62,EKVX,SK-MEL-2,SK-MEL-5,UACC-257,A549/ATCC
CCOC(=O)C1=C(C)O/C(=C/C=C/c2ccccc2)C1=O,104,101,106,.,111,101,106,95
CC(=O)C(C)(CCC(=O)O)CCC(=O)O,96,102,102,97,101,96,99,107
COc1cc(CO)cc(OC)c1OC,109,119,100,100,109,100,97,95
Cc1cccc2c1NC(=O)C2=O,97,97,96,91,114,106,104,96
CN1CCN(c2ccc(Nc3nc(NCCCNC(=O)c4ccccc4)c4sccc4n3)cc2)CC1,46,39,85,90,114,65,32,73
COc1cc2oc(-c3cccc(NC(=O)c4cc(NC(=O)[C@H](C)N)ccc4C)c3)cc(=O)c2c(OC)c1OC,119,112,85,92,.,90,121,100
CN(C(=O)CCCCC(=O)N(C)c1ccccc1)c1ccccc1,114,107,91,96,98,104,100,95
CC1(C)CCC(C)(C)NC(=S)N1,97,99,105,.,94,105,113,108
Cc1cc(C)cc(NS(=O)(=O)CCCS(=O)(=O)Nc2cc(C)cc(C)c2)c1,94,107,76,64,85,80,93,67
CCCCOc1ccc(NC(=O)n2ncc3cc(N=NN(C)C)ccc32)cc1,109,47,29,74,64,56,62,68

# Structural class, the entries above with a halogen
SMILES,MALME-3M,M14,UACC-62,EKVX,SK-MEL-2,SK-MEL-5,UACC-257,A549/ATCC
O=C(Nc1cc(-c2cccnc2)nc(NCCCN2CCOCC2)n1)c1cc(Br)cc(C(F)(F)F)c1,-7.8*,-72*,-6.1*,77,81,3.8*,-27*,68
C/C(=N\NC(=O)Nc1ccc(Cl)cc1)c1nnn(-c2ccc(Br)cc2)c1C,103,99,95,108,107,100,102,96
Cc1[nH]c2ncnc(Nc3ccc(NC(=O)Nc4cccc(Br)c4)c(F)c3)c2c1C,105,94,82,107,105,94,109,117
NS(=O)(=O)c1cc2c(cc1Cl)NC(CC1CCCC1)NS2(=O)=O (stereo unspecified),94,102,100,94,90,106,98,103
O=C(O)c1ccc(-n2cc(CNc3cccc(Br)c3)c(-c3ccc(F)cc3)n2)cc1,97,.,68,90,88,90,101,86
O=C1Nc2ccc(Cl)cc2/C1=N\c1nnc(-c2ccc(Cl)cc2)o1,90,95,88,90,112,54,102,62
CC(=O)N1CCN(c2cc3c(cc2F)c(=O)c(C(=O)NC2[C@H](O)OC(CO)[C@@H](O)[C@@H]2O)cn3C2CC2)CC1 (stereo partly specified),111,112,100,111,106,102,101,100
O=C(CC1Sc2ccccc2NC1=O)NNc1ccc(F)cc1 (stereo unspecified),112,31,40,76,.,106,92,92
Cc1[nH]c(C2CC(c3ccc(C(F)(F)F)c(F)c3)=NN2c2ccc(Cl)cc2)c(C)c1C(=O)NCC(F)(F)F (stereo unspecified),86,92,86,81,96,98,90,79
Cc1c(Cl)cccc1-n1cc(CN2C(=O)C3CCCN3C(=O)c3ccccc32)nn1 (stereo unspecified),108,103,94,101,101,97,104,108
NC(=O)c1ccccc1Br,114,100,98,97,113,104,95,93
O=C(NCCNc1nccc(-c2c(-c3cccc(F)c3)nc3sccn23)n1)c1ccc(Cl)cc1,35,39,15,63,63,34,76,35
Cc1nn(-c2ccc(-c3ccc(OC(F)(F)F)cc3)cc2)c2ncnc(N)c12,115,103,102,97,103,97,97,90
Cc1[nH]c2ncnc(Oc3ccc(NC(=O)Nc4ccc(Cl)c(C(F)(F)F)c4)cc3)c2c1C,62,52,56,43,61,66,64,45
CCC(Br)(CC)C(=O)c1ccc(OCC(=O)O)c(Cl)c1Cl,107,116,87,95,95,98,124,92
O=C(Nc1ccc(OCc2ccc(F)cc2)cc1)Nc1ccc(Cl)c(C(F)(F)F)c1,-10*,9.0*,6.5*,8.3*,-35*,-81*,-1.3*,16

# Rows are unselected; about 9.8% have a hit in one of these screens.
